Assay outcomes (PubChem BioAssay)
TDP1 cell CPT – DT40-hTDP1 cell growth loss with CPT | chicken DT40 Tdp1-/-;hTDP1 cells + 20 nM CPT, ATP luminescence, 48 h | Potency, µM (series often up to 46.2 µM), inactives show top-dose activity change, negative = growth inhibition, hits mostly inhibitors | hit rate 12% among 420,000; also: nearly all actives have a fitted effect of over 55% in size
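Cell growth measured by CellTiter-Glo luminescence after a minimum 48 h, 37 C compound exposure with 20 nM CPT in Tdp1-knockout DT40 cells stably expressing hTDP1, seeded 400/well; qHTS titration format.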
TDP1 cell noCPT – qHTS for Inhibitors of human tyrosyl-DNA phosphodiesterase 1 (TDP1): qHTS in cells in absence of CPT; DT40 Tdp1-/- hTDP1 cells, no CPT, ATP luminescence, 48 h; Potency, µM (highest dose often 46.2 µM), for the others: at the highest dose activity change, negative = growth inhibition, actives largely listed as inhibitors; hit rate 15% among 420,000; AID 686978, 2013; also: nearly all actives have a fitted effect of over 55% in size
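Camptothecin absent (DMSO only). Human TDP1-complemented DT40 knockout cells, 400 cells/well, 37 °C for minimum 48 hr; ATP measured via CellTiter-Glo, 30 min dark incubation, luminescence.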
TDP1 block – blocks human tyrosyl-DNA phosphodiesterase 1 | Potency, µM (top dose mostly 130 µM), for inactives: at the top dose activity change, negative = inhibition, actives largely listed as inhibitors | hit rate 0.28% among 350,000 | recombinant TDP1, AlphaScreen DNA substrate cleavage | Q9NUW8; also: nearly all actives have a fitted effect of over 40% in size
Target sequence (Q9NUW8 whole entry, looked up): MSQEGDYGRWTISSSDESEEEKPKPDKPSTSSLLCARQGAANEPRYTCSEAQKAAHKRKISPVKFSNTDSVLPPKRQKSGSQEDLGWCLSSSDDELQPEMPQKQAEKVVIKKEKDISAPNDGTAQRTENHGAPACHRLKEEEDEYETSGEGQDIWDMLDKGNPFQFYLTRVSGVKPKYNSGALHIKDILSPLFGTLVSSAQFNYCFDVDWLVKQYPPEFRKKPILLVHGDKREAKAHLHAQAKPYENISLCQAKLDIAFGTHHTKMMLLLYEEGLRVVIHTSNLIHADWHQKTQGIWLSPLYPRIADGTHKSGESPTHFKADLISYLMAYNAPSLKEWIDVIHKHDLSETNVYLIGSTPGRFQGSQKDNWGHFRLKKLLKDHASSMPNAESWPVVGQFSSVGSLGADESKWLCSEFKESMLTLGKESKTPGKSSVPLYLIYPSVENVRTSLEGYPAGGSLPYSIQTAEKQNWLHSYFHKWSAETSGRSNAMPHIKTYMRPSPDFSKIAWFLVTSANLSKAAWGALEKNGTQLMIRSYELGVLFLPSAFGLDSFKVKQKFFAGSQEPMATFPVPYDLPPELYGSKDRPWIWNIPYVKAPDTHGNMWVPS
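Recombinant E. coli-expressed Tdp1 (1 nM) preincubated with compound 15 min at RT, then 5'-biotin/3'-phosphotyrosine-FITC DNA substrate (15 nM) added for 5 min. AlphaScreen beads (10 ug/ml) added, 10 min RT; tyrosine-FITC cleavage read as signal loss.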
Active calls of the source: *; ? = inconclusive; nt = no result given; & = joins results of further samples; [ ] = dose if it differs, or a comment. Calls follow the shape of the dose curve; as a rule, active = well fitted curve in the direction sought with a large enough effect; inconclusive = small, poorly fitted or top-dose-only effect, or another doubt; inactive = no such curve, though single readings can be large; an effect the other way counts as inactive or inconclusive. % is scaled to controls: 0 for no effect and ±100 for the full control effect; potency is read from the fitted curve at half-maximal effect. Hits appear at their usual frequency; overall some 18% were active at least once.

no.	molecule	TDP1 cell CPT	TDP1 cell noCPT	TDP1 block
1	CC(C)(C)c1ccc(/C=N/NC(=O)C2CCCC2)cc1	20.6µM*	13µM*	0.4%
2	COc1ccc(-c2nnc(SC(C)C(=O)NNC(=O)c3ccc(C)cc3)o2)cc1 (stereo not given)	-2.1%	-7.0%	1.8%
3	CCOC(=O)CN1C(=O)c2cccnc2Oc2ccccc21	8.9%	-20.9%	0.0%
4	COc1ccc(S(=O)(=O)Nc2ccccc2OC)cc1NC(=O)CC1CC2CCC1C2 (stereo not given)	?	16.4µM*	5.6%
5	O=C(C1CCN(CCCc2ccccc2)CC1)N(CCc1ccccc1)Cc1ccccc1	?	14.6µM*	-2.5%
6	O=C(CCC(=O)N1CCCCC1)Nc1ccc(Cl)c(Cl)c1	-11.2%	0.7%	0.7%
7	COc1ccccc1CNC(=O)COC(=O)c1n[nH]c2ccccc12	-5.4%	-20.0%	4.6%
8	Cc1ccc(F)cc1NC(=O)Cc1ncc(C(F)(F)F)cc1Cl	-8.1%	-13.2%	2.1%
9	O=C(NCCN1C(=O)S/C(=C\c2cccs2)C1=O)c1ccco1	23.1%	1.9%	6.9%
10	O=C(C1CCC1)N1CCN(c2cccc(C(F)(F)F)c2)CC1	?	?	4.7%
11	CCCCc1nc(N2CCOCC2)c(C#N)c2c1COC(C)(C)C2	?	?	4.5%
12	CCCc1cc(N2CCN(c3ccccn3)CC2)n2nc(C)c(-c3ccccc3)c2n1	?	?	4.0%
13	CC(C)C[C@H]1CN([C@@H](Cc2ccccc2)CN2CCC[C@@H]2CN2C(=O)C(=O)NC[C@@H]2Cc2ccc(O)cc2)C(=O)C(=O)N1CC1CCCCC1	-22.9%	?	nt
14	CCOC(=O)c1c(NC(=O)c2ccc(N3C(=O)[C@@H]4[C@H](C3=O)[C@H]3C=C[C@@H]4C3)cc2)sc2c1CC(C)CC2 (stereo not given in full)	-45.3%	1.16µM*	0.0%
15	CCN1C(N(C)CCc2cccs2)=N[C@@H](c2ccccc2)C(C(=O)OC)=C1C	?	?	nt
16	O=c1c2ccccc2nc(N/N=C/c2ccc(O)cc2)n1O	?	-21.7%	-9.5%
17	C#Cc1ccc([C@H]2C=C(C(=O)N3CCOCC3)O[C@@H](OCc3ccc(CO)cc3)C2)cc1	-28.2%	-22.4%	5.1%
18	CCCCN(C)C(=O)c1ccc2c(c1)N(CC)C(=O)c1ccccc1S2(=O)=O	-26.8%	?	7.6%
19	Cc1ccc(S(=O)(=O)N2CCN(C(=O)c3ccccn3)CC2)cc1	-6.0%	-2.0%	-5.0%
20	CCN(CC)S(=O)(=O)c1ccc(C(=O)NCCSc2c(-c3ccc(OC)cc3)[nH]c3ccccc23)cc1	7.31µM*	3.66µM*	8.8%
21	COc1cccc(-c2nn(C)c3sc(C(=O)NCc4ccc(OC)cc4OC)cc23)c1	?	?	2.3%
22	O=S1(=O)CC(N2CC=CC2)CN1Cc1cn(Cc2cccc(C(F)(F)F)c2)nn1 (stereo not given)	-1.3%	-7.9%	nt
23	CCOc1ccc(/C=N/NC(=O)c2nnn(-c3nonc3N)c2-c2ccc(OCC)cc2)cc1	4.0%	3.9%	-2.8%
24	COc1ccccc1NC(=O)c1ccc(NC(=O)CN(C)Cc2ccccc2F)cc1	-8.3%	23.1µM*	11.8%
25	C=CCN(c1ccccc1)S(=O)(=O)c1cccc(C(=O)N2CCN(c3ncccn3)CC2)c1	6.51µM*	3.66µM*	2.7%
26	O=C(Nc1ccc2nc3n(c(=O)c2c1)CCCCC3)c1cc([N+](=O)[O-])ccc1F	6.51µM*	2.59µM*	1.8%
27	O=C(COC(=O)c1ccccn1)Nc1ccccc1OC(F)F	3.2%	1.0%	-8.1%
28	O=C(Nc1ccccc1C(=O)O)c1cccc(F)c1	-2.6%	-5.7%	nt
29	Cc1ccc(C(C)(C)C)cc1S(=O)(=O)Nc1cccc(S(=O)(=O)NC2=NCCC2)c1	-3.4%	?	7.7%
30	CC(Oc1ccccc1)c1ccnc(N)n1 (stereo not given)	0.1%	-0.8%	2.7%
31	CCc1ccccc1N(CC(=O)N1CCN(c2ccc(F)cc2)CC1)S(C)(=O)=O	14.6µM*	23.1µM*	1.0%
32	COc1ccc(-c2[nH]c(-c3ccccc3)nc2SCC(=O)Nc2ccc3c(c2)OCO3)cc1	?	20.6µM*	5.0%
33	COc1ccc(N2C(=O)C(Cl)=C(NCc3ccccc3)C2=O)cc1	0.2%	-21.1%	9.0%
34	CN(CCc1ccccn1)C(=O)CCC1CCCN(C(=O)NC2CCCCC2)C1 (stereo not given)	8.6%	-3.3%	nt
35	O=C(COc1ccccc1Cl)NCCNC(=O)c1cnccn1	6.1%	8.8%	-3.4%
36	O=C(c1cnccn1)N1CCC[C@@]2(CCN(c3cccc(-c4ccccc4)c3)C2)C1	?	?	nt
37	CC1CCN(C(=S)Nc2ccc(F)cc2)CC1	?	?	1.2%
38	COc1cc(/C=N/NC(=O)C(N)=O)ccc1OC(=O)c1cccs1	1.9%	-3.3%	2.6%
39	Cc1ccc(NC(=O)CN2C(=O)NC3(CCCCC3C)C2=O)cc1S(=O)(=O)N1CCCCC1 (stereo not given)	?	?	nt
40	CC(C)CC(NS(=O)(=O)c1cccc(C(=O)O)c1)C(=O)O (stereo not given)	-21.0%	-8.8%	-1.2%
41	NCCSSCCN	9.7%&1.4%	2.6%&-5.4%	20.6%[56.1 µM]
42	CCCCNC(=O)C1(C)CCN1C(=O)c1cc(OC)ccc1Br (stereo not given)	?	-28.8%	nt
43	CCCCn1c(N)c(N(CC)C(=O)C2CCCC2)c(=O)[nH]c1=O	8.4%	11.7%	-0.2%
44	Cc1cc(Cl)c2oc(C(=O)N(C)CCc3cnn(C)c3)c(C)c2c1	18.4µM*	-4.9%	3.2%
45	Cc1cccc(NC(=O)c2nc[nH]c2C(=O)N2CCC(C)CC2)c1	0.6%	-5.7%	1.5%
46	CCOC(=O)Cn1c(CN(Cc2ccccc2)Cc2ccccc2)nc2c1c(=O)[nH]c(=O)n2C	?	?	2.9%
47	COc1cc([N+](=O)[O-])cc(/C=N/NC(=O)C(C)Nc2cccc(C)c2)c1O (stereo not given)	0.9%	?	1.4%
48	CCCN1CCN(CCCNC(=O)c2cc3c(Cl)nc4ccccc4c3s2)CC1	?	?	5.8%
49	O=C(NCc1ccco1)C(c1ccncc1)N(C(=O)Cc1cccs1)c1ccccc1 (stereo not given)	-17.1%	-16.5%	-2.4%
50	Cc1cc(C)nc(SCc2nnc(SCC#N)n2-c2cccc(Cl)c2)n1	?	20.6µM*	7.1%
51	COc1cc(CN2CCCCC2C(=O)Nc2ccc(Oc3ccccc3)nc2)ccc1O (stereo not given)	?	?	5.1%
52	O=C(CSc1oc(-c2ccc(F)cc2)nc1S(=O)(=O)c1ccc(Cl)cc1)c1ccccc1	16.4µM*	14.6µM*	5.9%
53	CCOC(=O)c1cc(C(C)(C)C)nc(SC)c1C#N	-13.2%	-22.4%	-6.3%
54	CCOC(=O)CCC(NC(=O)c1ccc(Nc2nc3ccccc3nc2C(=O)OCC)cc1)C(=O)OCC (stereo not given)	10.3µM*	7.31µM*	nt
55	CCOC(=O)C1CCCN(C(=O)c2ccc(OC)c(OC)c2)CC1 (stereo not given)	-9.2%	-7.1%	nt
56	CCCCC1(C(=O)OCC)NC(c2ccc(O)cc2)C2C(=O)N(c3ccccc3)C(=O)C21 (stereo not given)	14.6µM*	?	nt
57	Cc1cc(C)cc(NC(=O)CN(c2cc(C(F)(F)F)ccc2Cl)S(=O)(=O)c2ccccc2)c1	?	?	nt
58	COc1ccc(/C=C/C(=O)N(Cc2cccs2)C2CCS(=O)(=O)C2)cc1 (stereo not given)	?	-23.3%	nt
59	CC1CC(=S)Nc2ccccc2N1Cc1ccccc1 (stereo not given)	-2.7%	?	8.9%
60	COc1ccc(/C=N/NC(=O)Cn2cnc3c2c(=O)n(C)c(=O)n3C)cc1	11.3%	-8.4%	nt

The list goes on.
no.	molecule	TDP1 cell CPT	TDP1 cell noCPT	TDP1 block
61	C/C(CC(=O)NCc1ccccc1)=N\NC(N)=S	0.4%	8.2%	0.0%
62	COc1c(C)cc(C(=O)C2CCCN(S(=O)(=O)N(C)C)C2)cc1C (stereo not given)	?	13µM*	nt
63	COc1ccc(CC(=O)NCc2n[nH]c(=S)n2-c2ccc(Br)cc2)cc1	22.0%	4.6%	2.5%
64	CC(C)Cc1ccc(S(=O)(=O)N2CCN(c3ccccn3)CC2)cc1	-25.1%	-29.7%	nt
65	COc1ccccc1Cn1c(SCC(N)=O)nc2c(oc3ccccc32)c1=O	?	-0.3%	-1.8%
66	COC(=O)c1ccc(NC(=S)NC2CC3CCC2C3)cc1 (stereo not given)	18.4µM*	20.6µM*	-0.6%
67	C1=C(c2ccccc2)CCN(c2nc3ccccc3n3cnnc23)C1	?	16.4µM*	9.2%
68	Cc1cc(C)c(NC(=O)C2CC(=O)N(C3CCCC3)C2)c(C)c1 (stereo not given)	-13.0%	11.3%	-3.4%
69	COc1ccc(S(=O)(=O)Nc2cccc(-c3ccc(N4CCOCC4)nn3)c2)cc1F	?	?	7.7%
70	O=C(O)CCSc1nc2ccccc2n1-c1ccccc1	-22.0%	-1.6%	nt
71	Cc1nc2nc(SCC(=O)NCc3ccccc3)nn2c(C)c1Cc1ccccc1Cl	?	?	2.9%
72	COc1ccc(C(=O)C2CCCN(Cc3cnc(N4CCOCC4)s3)C2)c(OC)c1 (stereo not given)	-16.8%	16.4µM*	-3.6%
73	COc1cccc(NC(=O)CN(C)C(=O)CNC(=O)c2ccccc2F)c1	12.2%	-2.9%	nt
74	CC1CN(C2=N/C(=C/c3ccc4c(c3)OCO4)C(=O)N2)CC(C)O1 (stereo not given)	-8.9%	?	0.0%
75	O=C(N/C(=C\c1cccc(Br)c1)C(=O)N1CCOCC1)c1ccco1	-1.0%	-1.5%	9.9%[0.0935 µM]
76	CCOc1ccc(NC(=O)c2oc3ccccc3c2NC(=O)Cc2cccs2)cc1	?	?	6.4%
77	O=C(N[C@@H]1c2ccccc2C2(CCN(C(=O)c3cc4ccccc4oc3=O)CC2)[C@H]1O)c1cccnc1	-1.1%	-6.4%	nt
78	CC(C)(C)Cc1nnc(NC(=O)CCc2ccccc2)s1	-10.7%	-18.4%	nt
79	CC(C)(C)c1ccc(C(=O)c2c[nH]c(C(=O)NCc3ccco3)c2)cc1	-29.9%	?	2.0%
80	Cc1cc(CN(C)Cc2ccc(OCC(O)CN(C)Cc3ccccc3)cc2)on1 (stereo not given)	-22.4%	?	nt
81	CCN1C(=O)[C@H]2[C@@H](c3ccc(-c4ccc(C(C)=O)cc4)cc3)N3CCCC[C@@]3(C(=O)OC)[C@H]2C1=O	?	11.6µM*	1.8%
82	O=C(NCCc1ccccc1)c1ccc(CSc2nc3cccnc3n2Cc2ccccc2)cc1	?	14.6µM*	7.5%
83	O=C(NCC(=O)N(c1ccccc1)C(C(=O)NC1CCCCC1)c1cccnc1)c1ccco1 (stereo not given)	17.2%	-0.2%	10.3%
84	CCc1ccc(C(=O)OCC(=O)Nc2c(C)n(C)n(-c3ccccc3)c2=O)cc1	-7.0%	-2.2%	nt
85	CCC1CCCCN1C(=O)c1ccc2c(c1)C(=O)N(c1ccc(C)cc1)C2=O (stereo not given)	4.5%	5.8%	nt
86	O=C(Nc1ccc(N2CCOCC2)c(Cl)c1)c1ccc(F)cc1	?	?	3.7%
87	O=C1CN(C(=O)COC(=O)CCC(=O)c2ccc3c(c2)OCCO3)c2ccccc2N1	-4.5%	6.8%	11.6%
88	COc1ccc(NC(=O)CCCN2C(=O)CCn3nc(-c4cn(C)c5ccccc45)cc32)cc1OC	18.4µM*	23.1µM*	8.9%
89	C/C(=N\NC(=O)Cn1cc([N+](=O)[O-])cn1)c1ccco1	10.2%	10.7%	7.7%
90	O=C(O)C1C2C=CC(C2)C1C(=O)NCc1ccc(Cl)c(Cl)c1 (stereo not given)	14.6µM*	-4.0%	-8.5%
91	CCOC(=O)c1cc2c(=O)n3ccccc3nc2n(C)c1=NC(=O)c1c(-c2ccccc2Cl)noc1C	-14.4%	-2.6%	8.8%
92	Cc1nn(-c2cccc(C(F)(F)F)c2)c(Cl)c1/C=N/n1cnnc1	-25.1%	-29.9%	4.9%

An excerpt of these results, with two lines to a compound.
Values run as follows: TDP1 cell CPT	TDP1 cell noCPT	TDP1 block
82	O=C(NCCc1ccccc1)c1ccc(CSc2nc3cccnc3n2Cc2ccccc2)cc1
    ?	14.6µM*	7.5%
68	Cc1cc(C)c(NC(=O)C2CC(=O)N(C3CCCC3)C2)c(C)c1 (stereo not given)
    -13.0%	11.3%	-3.4%
